IEC-6 cytotox: kills IEC-6 intestinal cells in KLF5 counter-screen; AID 1825; inhibition, % at 5 µM; IEC-6 cytotoxicity, luminescence viability; 290,000 tested, 0.78% active; in the data active = inhibition above about 22%;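 also: 0% = plate median of test compound wells and 100% = cytotoxic reference compound wells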
GSK3beta inhib: inhibitors of human GSK3beta kinase | activity score (negative = inhibition), % at 10 µM | GST-GSK3beta kinase, ADP-Glo luminescence, 60 min; stronger effect = lower value | 300,000 tested, 0.038% active | AID 2097 | P49841;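 active = more than half of replicate wells score below -50%, meaning over 50% inhibition versus plate controls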;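 also: 0% = median DMSO wells and -100% = median GW8510 positive control wells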
Target sequence (P49841 whole entry, looked up): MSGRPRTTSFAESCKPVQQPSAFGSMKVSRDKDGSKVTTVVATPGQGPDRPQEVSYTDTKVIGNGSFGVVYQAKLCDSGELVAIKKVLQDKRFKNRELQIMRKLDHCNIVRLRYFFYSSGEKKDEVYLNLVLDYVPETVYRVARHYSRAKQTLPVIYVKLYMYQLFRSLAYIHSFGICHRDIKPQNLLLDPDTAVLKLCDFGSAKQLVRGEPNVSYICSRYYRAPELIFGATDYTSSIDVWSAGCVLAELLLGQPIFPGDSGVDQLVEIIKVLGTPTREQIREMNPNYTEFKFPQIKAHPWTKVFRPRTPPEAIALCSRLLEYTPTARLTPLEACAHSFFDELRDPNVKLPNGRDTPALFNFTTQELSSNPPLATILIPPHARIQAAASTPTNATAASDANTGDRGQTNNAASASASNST
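test system = GST-tagged human GSK3beta kinase, cell-free | reagent = 25 µM ATP with peptide substrate | dosing = one dose of 10 µM per compound | schedule = 60 min reaction, RT | detection = luminescent ADP-Glo measurement of ADP formed | control set = DMSO neutral wells and GW8510 at 20 µM as positive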
HSF-1 act: increases HSF-1 driven luciferase reporter signal; activation, % at 9 µM; 300,000 tested, 1.7% active; NIH3T3-HGL HSF-1 luciferase reporter, MG132, 8 h; 100% = twice DMSO control signal;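 active = mean replicate activation of at least 50% with a set share of replicates each reaching 50%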;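 also: 0% = median of the neutral control wells and 100% = twice that signal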
GSK3 alpha inh: blocks human GSK-3 alpha kinase; P49840; ADP-Glo luminescence, 60 min; inhibition, % at 10 µM; 320,000 tested, 0.1% active;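 in the data active = inhibition above about 50%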;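 also: GST-tagged GSK-3 alpha with peptide substrate and 25 µM ATP; 0% = DMSO neutral wells and 100% = GW8510 positive control wells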
Target sequence (P49840 whole entry, looked up): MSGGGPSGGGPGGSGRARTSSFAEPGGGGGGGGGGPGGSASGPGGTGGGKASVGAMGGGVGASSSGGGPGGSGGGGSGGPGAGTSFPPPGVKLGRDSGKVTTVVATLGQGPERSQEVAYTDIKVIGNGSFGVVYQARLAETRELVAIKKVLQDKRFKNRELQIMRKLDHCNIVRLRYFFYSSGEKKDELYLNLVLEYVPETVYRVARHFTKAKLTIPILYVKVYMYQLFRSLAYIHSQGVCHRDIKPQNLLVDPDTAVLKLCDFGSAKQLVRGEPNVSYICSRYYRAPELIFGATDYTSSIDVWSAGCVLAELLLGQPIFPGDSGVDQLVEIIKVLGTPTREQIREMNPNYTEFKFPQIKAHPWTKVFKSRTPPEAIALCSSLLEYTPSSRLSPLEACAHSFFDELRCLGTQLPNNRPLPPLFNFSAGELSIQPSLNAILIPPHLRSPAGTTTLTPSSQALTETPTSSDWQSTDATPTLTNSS
KLF5 inhibitor: suppresses KLF5 promoter-driven expression | 290,000 tested, 0.23% active | inhibition, % at 5 µM | DLD-1 KLF5 promoter-luciferase reporter, luminescence | AID 1700;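 active = inhibition above a per-plate limit of that plate's mean compound inhibition plus 3 SD, cut at about 60% in these data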;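 also: 0% = DMSO wells and 100% = LY294002 at 200 µM; higher means less KLF5 promoter-driven luciferase light; inactives centre near -14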
HSP90 refold inh: blocks HSP90-mediated luciferase refolding in reticulocyte lysate | Rabbit reticulocyte lysate, luciferase refolding luminescence, 3 h | inhibition, % at 5.6 µM | 290,000 tested, 0.91% active | AID 1789;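 active = inhibition above the screen-wide mean plus 3 SD, computed separately per campaign, cut at about 16% in these data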;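 also: 0% = DMSO wells and 100% = 60 µM geldanamycin wells; inhibitors lower the luminescence because luciferase stays unfolded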
aSyn 5UTR inh: 5' untranslated region of α-synuclein, MLPCN primary screen; 300,000 tested, 0.82% active; alpha-synuclein 5'UTR reporter, inhibitor activity; inhibition, % (tested at 7.5 µM); AID 1813; in the data active = inhibition above about 60%;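 also: H4 neuroglioblastoma cells stably carrying SNCA 5'UTR luciferase fusion; 0% = DMSO wells and 100% = positive control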
PolyA inhibitor: inhibitors of polyadenylation in S. cerevisiae | 300,000 tested, 0.02% active | S. cerevisiae SKY197-pL101 polyadenylation reporter, beta-gal luminescence; efflux-impaired pdr1/pdr3 knockout yeast; score 100 = 6 SD above DMSO | AID 1875 | calls only at 12 µM;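 active = lowest replicate activity score at least 50, where 100 means six control SD above control mean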;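 also: yeast exposed to compound for 9 h at 30 °C; higher score means more reporter readthrough which indicates perturbed polyadenylation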
AI-2 QS mod: Vibrio harveyi AI-2 quorum sensing modulation; activity change, % at 7.5 µM; AID 2094; 300,000 tested, 0.4% active; Vibrio harveyi JMH597 AI-2 luminescence/OD600 ratio, 9 h; stronger effect = lower value; strain lacks LuxN and CqsS sensors; 0 = neutral-control median; in the data active = activity change below about -75%, passing the limit was not always enough;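 also: luminescence divided by OD600 gain over 9 h not by final OD600 alone; inactives centre near 13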
HSF1 inhib: HSF1 inhibition. NIH3T3-HGL HSE-luciferase, MG132-induced, luminescence 8 h; stronger effect = lower value. activity change, negative = inhibition, % at 7.5 µM (by protocol). 300,000 tested, 0.77% active;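 active = more than half of replicate wells show activity change below -50%, luminescence cut by over half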;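 also: luciferase reports HSF-1 transcriptional activity via heat shock element; 0% = median of DMSO wells and -100% = zero luminescence signal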
The depositor's hits bear a star; i = inactive; / = no result given.

Values run as follows: IEC-6 cytotox	GSK3beta inhib	HSF-1 act	GSK3 alpha inh	KLF5 inhibitor	HSP90 refold inh	aSyn 5UTR inh	PolyA inhibitor	AI-2 QS mod	HSF1 inhib
> C=CCOC(=O)COc1ccc2c(C)c(CC)c(=O)oc2c1
    5	-3	6	/	-19	4	16	i	17	1
> Cc1ccc(C)c(Oc2coc3cc(OCC(=O)Nc4ccccc4C(C)C)ccc3c2=O)c1
    0	3	7	-1	4	-2	30	/	13	1
> COC(=O)COc1ccc(S(=O)(=O)N2CCN(c3ccccc3F)CC2)cc1
    -2	2	8	-2	-1	1	3	i	26	-3
> Cc1cc(C(=O)N2CCCC(C(=O)c3ccc4ccccc4c3)C2)nn1C (stereo unspecified)
    4	0	7	1	3	2	1	i	20	-3
> CC(=O)c1ccc(N2CCN(C(C)C(=O)NC3CCCc4ccccc43)CC2)cc1 (stereo unspecified)
    -8	-2	15	0	-4	1	17	i	7	3
> COc1cc([N+](=O)[O-])ccc1NC(=O)COC(=O)c1ccc(NC(N)=O)cc1
    4	-1	-8	-4	-13	-1	6	i	16	-1
> Cc1occc1C(=O)NCc1ccccc1F
    6	-3	-20	1	-8	-4	25	i	19	1
> CCOc1ccc(S(=O)(=O)N(CC)CC(=O)NCc2ccccn2)cc1C
    7	1	-25	-1	5	4	40	i	-13	-6
> CC(=O)C1=C(C)NC(SCC(=O)c2ccc(Cl)c(Cl)c2)=C(C#N)C1c1ccco1 (stereo unspecified)
    0	0	17	-4	7	1	-6	i	9	23
> Cc1ccc(S(=O)(=O)N2CCC(C(=O)Nc3ccccc3N3CCCCC3)CC2)cc1C
    /	0	-1	-3	/	/	4	i	16	2
> COc1ccc(Cc2nnn(CC(=O)O)n2)cc1
    0	-1	3	-2	-13	2	8	i	12	1
> CCOc1ccc(CN2CCN(Cc3cccc4c3OCO4)CC2CCO)cc1 (stereo unspecified)
    8	-3	19	-4	-32	-2	-7	i	64	4
> COC(=O)c1c(C)[nH]c(C(=O)NCc2ccco2)c1C
    5	9	-3	-3	-28	0	-35	i	17	4
> CC1=CSC2=NC(=O)/C(=C/c3cccc(OC(=O)c4ccco4)c3)C(=N)N12
    2	8	19	-1	1	0	-33	i	26	8
> O=C(OC(C(=O)NCc1cccs1)c1ccccc1F)c1ccco1 (stereo unspecified)
    2	2	9	1	-20	2	-16	i	3	0
> COCCNC(=O)C(c1ccc(O)cc1)N(Cc1ccccc1)C(=O)CCC(=O)Nc1ccccn1 (stereo unspecified)
    -5	2	4	-4	-2	5	11	i	13	-1
> COc1cccc(CN(C)C(=O)c2cc(COc3ccc(-n4cncn4)cc3)on2)c1
    -1	-1	5	-3	-26	2	33	i	24	3
> COC(=O)C1CN(C(=O)COc2ccc(Cl)cc2Cl)c2ccccc2O1 (stereo unspecified)
    -2	-1	14	-3	-14	-2	-8	i	18	7
> c1ccc2sc(N3CCN(Cc4nnnn4CC4CCCO4)CC3)nc2c1 (stereo unspecified)
    -10	3	2	11	-40	-3	-1	i	19	-1
> Cc1ccc(C(C)n2cc(C(=O)NCc3ccccn3)nn2)cc1 (stereo unspecified)
    -4	1	0	-1	-3	-1	5	/	29	6
> CCOc1ccc(C(=O)NCC(c2cccs2)N(C)C)cc1OCC (stereo unspecified)
    4	1	-5	1	-10	2	0	i	9	-7
> O=C(/C=C/c1cccs1)N1CCC2(CC1)Oc1ccc(F)cc1C(=O)C21CC(c2ccc(Cl)cc2)=NO1 (stereo unspecified)
    /	3	-10	-2	/	/	14	i	30	-9
> CCS(=O)(=O)N1CCN(c2ncnc3sc(C)c(C)c23)CC1
    -1	-2	-2	13	-18	-6	6	i	4	1
> CCC(CC)C(=O)N1CC(=O)Nc2ccc(F)cc2C1c1ccc(F)cc1 (stereo unspecified)
    -4	0	24	0	-4	0	2	i	23	0
> CCOC(=O)CNC=C(C(=O)OCC)C(=O)OCC
    -2	4	3	-5	-19	1	1	i	33	5
> COc1ccc2nc(/C(C#N)=C\c3ccc(Oc4ccc([N+](=O)[O-])cn4)cc3)[nH]c2c1
    0	1	9	-1	-39	-1	-37	i	5	2
> C=CCc1cc(C)ccc1OCC(O)CN1CCN(c2ccccc2)CC1 (stereo unspecified)
    -4	2	0	-1	-2	-1	20	i	29	-9
> Cc1[nH]c2ccccc2c1C(O)CN1CCC2(CC1)OCCO2 (stereo unspecified)
    0	3	3	-1	-7	5	-21	i	23	-6
> COc1ccc(CCNC(=O)CSc2ccc(NC(C)=O)cc2)cc1OC
    -11	0	-15	1	-2	-6	3	i	24	0
> CC(=O)Nc1ccc(-c2ccc(NC(C)=O)cc2)cc1
    4	2	13	-1	-50	-2	-60	i	11	1
> COc1ccc(OCC(O)CN2C(=O)c3ccccc3C2=O)cc1 (stereo unspecified)
    3	2	1	-2	-24	-3	-1	i	15	5
> Cc1nnc(SCc2nc3ccccc3s2)n1N
    3	4	37	-4	-20	-2	-145	i	15	12
> S=C(Nc1cccnc1)N1CCCCC1
    -6	-2	41	-3	-16	0	12	i	12	8
> CC(NC(=O)c1ccccc1)c1nc2ccccc2n1Cc1ccccc1F (stereo unspecified)
    5	1	-2	-3	-8	4	26	i	13	-7
> Cc1ccc(NC(=O)CN(C)S(=O)(=O)c2cccc3nsnc23)cc1Cl
    1	-4	-10	0	14	5	13	i	21	2
> O=C(Nc1cccc(C(=O)N2CCOCC2)c1)c1cncc(Br)c1
    -1	0	-5	1	-5	1	6	i	26	-10
> Cc1ccc(C(=O)c2c[nH]cc2-c2ccccc2)cc1
    -4	0	-13	-2	-14	6	-25	i	4	-8
> CC1=NN(C(C#N)c2ccc(F)cc2)C(C)(C)C1 (stereo unspecified)
    0	-3	-9	-4	-15	0	3	i	23	-6
> CCS(=O)(=O)N1CCN(C(=O)CC(C)C)CC1
    3	1	-33	0	-37	3	19	i	-9	-6
> CC(NC(=O)c1ccnn1C)C1CCCO1 (stereo unspecified)
    2	2	9	-1	-14	0	-10	i	22	-12
> COc1ccc(-c2n[nH]c3c2C(c2ccc(OC)c(OC)c2)N(c2ccccc2)C3=O)cc1 (stereo unspecified)
    2	-5	8	/	-11	3	21	i	11	5
> CN(C)CCCN(C(=O)COc1ccccc1)c1nc2cc3c(cc2s1)OCO3
    -3	3	-29	5	-25	1	-12	i	6	-18
> CCCC1Nc2ccc(C(=O)O)cc2C2C=CCC12 (stereo unspecified)
    -26	6	-3	2	-2	0	6	i	3	-7
> Cc1cccc(C)c1Oc1nc(-c2ccccc2)ncc1S(=O)(=O)c1ccccc1
    11	1	-21	1	-3	1	56	i	34	3
> CCc1ccc2nc(N(CCCN(C)C)C(=O)c3ccc(S(=O)(=O)N4CCCC4)cc3)sc2c1
    -8	-1	-6	3	-105	-2	-35	i	16	-7
> Cc1ccc(C(=O)Nc2ccc(F)cc2)o1
    6	0	27	-1	-12	0	-73	i	22	27
> COc1ccc(S(=O)(=O)N2CCN(c3ccccc3)CC2)cc1
    -2	3	6	-1	22	2	-26	i	14	-4
> Cc1ccnc(SCC(=O)N2CCN(c3ccccc3)CC2)n1
    -1	2	-3	-1	-40	0	23	i	7	-10
> CS(=O)(=O)Nc1ccc(C(=O)CC(=O)Nc2ccc([N+](=O)[O-])cc2)cc1
    -5	3	-4	-1	-14	-1	5	i	39	-7
> CCO[C@H]1OC(C(=O)N2CCN(Cc3ccc4c(c3)OCO4)CC2)=C[C@@H](C2CCCCC2)[C@@H]1CCCO
    2	-3	4	/	-3	15	23	i	8	0
> COc1cc(N=C(N)N=C(N)N)cc(OC)c1
    2	1	-4	-11	-2	-2	15	i	16	-3
> S=C1Nc2ccccc2Sc2ccc(Cl)cc21
    -5	-2	-12	-2	31	2	14	i	0	-3
> COc1ccccc1NC(=O)NCc1ccccc1F
    -2	2	-2	0	-40	0	-30	i	20	-4
> Cc1cc(C(=O)CN2C(=O)NC(C)(c3cccc(Br)c3)C2=O)c(C)n1Cc1ccco1 (stereo unspecified)
    3	4	24	-2	-6	5	4	i	24	18
> COc1ccc2nc(NC(=O)CSc3nnc(-c4ccoc4C)n3C)sc2c1
    -1	-24	39	42	-70	-2	-134	i	7	19
> COc1ccc(C(=O)NCCCCCC(=O)N/N=C/c2ccco2)cc1OC
    -6	5	5	-6	-17	0	8	i	7	-6
> CCNC(=O)c1oc2c(c1C)C(=O)CC(C)(C)C2
    1	-6	5	-2	-10	3	-21	i	8	-12
> Cc1cc(N2CCOCC2)c(F)cc1C(=O)c1ccccc1
    1	2	-8	-1	14	-3	17	i	11	-1
> COC(=O)c1cccc(COC(=O)CNC(=O)c2ccco2)c1
    5	-1	0	1	-28	2	34	i	19	2

2 records drawn at random from those above, as already listed:
Values run as follows: IEC-6 cytotox	GSK3beta inhib	HSF-1 act	GSK3 alpha inh	KLF5 inhibitor	HSP90 refold inh	aSyn 5UTR inh	PolyA inhibitor	AI-2 QS mod	HSF1 inhib
> COc1ccc2nc(/C(C#N)=C\c3ccc(Oc4ccc([N+](=O)[O-])cn4)cc3)[nH]c2c1
    0	1	9	-1	-39	-1	-37	i	5	2
> Cc1ccc(C(=O)c2c[nH]cc2-c2ccccc2)cc1
    -4	0	-13	-2	-14	6	-25	i	4	-8

Some of the compounds tested; rates above refer to the full screens.
